# Compound activity from PubChem.
# SIRT5 block: sirtuin-5 (human) deacylase inhibition; inhibition, % at 15 µM; Purified SirT5, succinyl-peptide AMC, trypsin-coupled fluorescence; AID 652115; Q9NXA8; 1.1% of 330,000 active; in the data active = inhibition above about 15%; inconclusive = no clear call, values can overlap the other calls
# Target sequence (Q9NXA8 whole entry, looked up): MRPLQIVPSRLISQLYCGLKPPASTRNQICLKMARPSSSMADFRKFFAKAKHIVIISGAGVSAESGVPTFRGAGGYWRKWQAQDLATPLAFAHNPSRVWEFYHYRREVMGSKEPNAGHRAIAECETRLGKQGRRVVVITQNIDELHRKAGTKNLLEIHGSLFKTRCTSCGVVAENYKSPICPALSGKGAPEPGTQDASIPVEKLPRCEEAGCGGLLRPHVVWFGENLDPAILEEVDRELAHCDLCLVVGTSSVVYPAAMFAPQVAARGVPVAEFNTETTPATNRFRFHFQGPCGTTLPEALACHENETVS
# PAX8 inh HTS: lowers PAX8-driven luciferase in RMG-I cells; RMG-I TPO-luciferase reporter, SteadyGlo, 24 h; inhibition, % at 12.6 µM; 1.2% of 360,000 active; AID 652154;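 active = mean replicate inhibition at least 60% with every replicate also reaching 60%; inconclusive = only one of the two criteria is met; inactive = mean below 60% and not all replicates reaching 60%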;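 note: luciferase light reporting Pax8 driven TPO promoter activity; plate controls were median of neutral control wells for no effect and mitoxantrone controls for full effect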
# EWS-Fli block: EWS/Fli transcriptional activity inhibition | A673 NR0B1-luciferase reporter, viability-normalised | inhibition, % at 12.6 µM | 0.67% of 350,000 active | AID 651661;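 active = mean inhibition of at least 50% after viability correction, with every replicate also passing that limit; inconclusive = mean reaches 50% but only one of two replicates passes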;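 note: firefly luciferase signal divided by Alamar Blue viability fluorescence both relative to DMSO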
# DENV2 CPE: DENV2-induced cell death inhibition | DENV2-infected cells, cytopathic effect rescue, plate reader | CPE inhibition, % at 9.99 µM | 1.7% of 350,000 active; in the data active = CPE inhibition above about 20%, passing the limit was not always enough; inconclusive = no clear call, values can overlap the other calls; tested in BHK-21 cells;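 note: 0% = median of neutral control wells and 100% = median of positive control wells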
# Casp6 inh: blocks human caspase-6 cleavage activity. 0.53% of 350,000 active. purified caspase-6, Z-VEID-R110 cleavage fluorescence. inhibition, % at 12.5 µM. P55212;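 active = mean inhibition across replicates at least about 35%, with every replicate also reaching that limit, limit read from the data; inconclusive = only one of the two criteria met; inactive = neither criterion met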;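 note: 0% = median of neutral control wells and 100% = no fluorescence left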
# Target sequence (P55212 24-179 limits assumed): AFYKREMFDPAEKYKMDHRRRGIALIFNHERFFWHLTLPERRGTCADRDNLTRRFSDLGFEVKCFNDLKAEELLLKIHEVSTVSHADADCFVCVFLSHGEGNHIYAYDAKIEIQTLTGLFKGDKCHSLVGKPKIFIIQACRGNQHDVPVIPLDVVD
# Target sequence (P55212 194-293 limits assumed): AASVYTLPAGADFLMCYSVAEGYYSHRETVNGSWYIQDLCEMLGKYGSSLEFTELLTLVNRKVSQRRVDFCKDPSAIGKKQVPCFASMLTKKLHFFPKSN
# ARNT TACC3 PPI: disruptors of human ARNT/TACC3 interaction | Q9Y6A5 | AlphaScreen His-ARNT PAS-B/GST-TACC3 binding, luminescence; TACC3 fragment carries E629A point mutation | inhibition, % at 9.99 µM | 0.66% of 390,000 active;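 active = mean inhibition of replicates at least 50% and at least half of replicates each reaching 50%; inconclusive = half or more replicates reach 50% but mean below 50%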;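 note: 0% = complete ARNT plus TACC3 wells and 100% = ARNT alone without TACC3; many hits fall short of the cut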
# LGR2 inh: blocks bursicon-induced cAMP signaling via Drosophila LGR2; HEK293 LGR2, CRE-luciferase, bursicon-stimulated, 4 h; inhibition, % at 9.99 µM; 0.35% of 380,000 active; AID 720647;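 active = drop in luminescence signal, shown as inhibition above about 50% in the replicate tests, limit read from the data, passing the limit was not always enough; inconclusive = probably only some replicates passing the limit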;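 note: agonist challenge used bursicon conditioned medium at about half maximal strength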
# Numbers without * were called inactive; ? = inconclusive; . = not tested or not shown.
SMILES,SIRT5 block,PAX8 inh HTS,EWS-Fli block,DENV2 CPE,Casp6 inh,ARNT TACC3 PPI,LGR2 inh
CN(C)c1ccc2c(c1)[C@H]1C[C@H](CC(=O)NC3CCCC3)O[C@@H](CO)[C@H]1O2,.,13.1,-8.6,.,.,.,-10.5
COC(=O)c1c(-c2ccc(OC)cc2)sc2ccc(-c3ccc4c(c3)OCO4)cc12,.,7.6,-66.5,.,-2.1,-9.5,-19.0
COc1ccc(NC(C)=O)cc1NC(=O)CSc1nnc(-c2ccccc2)n1N,-0.6,41.8,0.1,.,0.1,1.2,18.7
CCCCCC(=O)N1C[C@H](O)[C@@H](n2cc(-c3ccc(F)cc3)nn2)C[C@@H]1c1ccc(OC)cc1,-0.3,32.6,1.1,4.0,3.4,.,7.6
O=C(C[C@@H]1CC[C@H](NS(=O)(=O)c2ccc(F)cc2)[C@@H](CO)O1)NCCN1CCCCC1,-3.0,-8.8,-7.0,0.1,1.2,.,13.8
CC(C)NC(=O)N(C)C[C@H]1OCCCC[C@@H](C)Oc2ccc(NS(=O)(=O)c3ccccc3)cc2C(=O)N([C@H](C)CO)C[C@@H]1C,-1.8,-14.1,-2.4,-2.7,1.7,-4.1,2.1
CC(C)C(C)NC(=O)COC(=O)/C=C/c1ccc(S(=O)(=O)N2CCc3ccccc32)cc1 (configuration not stated),-2.0,-5.4,3.4,1.2,-0.8,-2.2,0.2
CC(C)C(=O)Nc1ccc(C(=O)Nc2nnc(C(C)C)s2)cc1,-0.1,-82.4,-57.6,0.4,0.3,-10.7,-40.7
CC(C)C[C@@H]1COc2cc(N3CCCC3)ccc2S(=O)(=O)N1,-1.8,-5.8,-11.1,4.7,-0.8,.,-23.9
COc1ccccc1CNC(=O)[C@H](NC(=O)C1CCN(C(=O)[C@@H](N)CCSC)CC1)C(C)C,-0.3,.,9.6,-1.4,0.1,3.2,4.3
COc1ccc(CCNC(=O)c2cccc(-n3cnnn3)c2)cc1,.,6.9,4.6,7.7,-1.3,0.2,5.8
Cc1ccc(C)c(C(O)c2ncc(-c3ccc(C(F)(F)F)cc3)[nH]2)c1 (configuration not stated),-1.4,31.1,6.7,11.0,-2.1,.,-4.4
Cc1ccc(S(=O)(=O)NCC[C@@H]2CC[C@H](NC(=O)Nc3cccc(F)c3)[C@@H](CO)O2)cc1,1.3,0.2,5.6,-1.4,-1.2,4.3,24.5
COc1ccc(NC(=O)CN(C)C(=O)CCCc2c[nH]c3ccccc23)cc1,3.7,16.0,11.6,6.3,-0.6,-2.8,-2.4
Cc1ccccc1CSCC(=O)Nc1ccccc1-c1ccccc1,-2.7,-7.0,-2.3,4.8,2.7,-9.4,.
Cc1ccc(C)c(OCCn2cc(/C=C(/C#N)C(=O)NCC3CCCO3)c3ccccc32)c1 (configuration not stated),0.4,20.6,0.2,0.1,-2.1,-0.4,.
O=C1C2=C(CCCC2)C(=O)N1CNc1ccccc1,-3.8,0.5,-5.9,-3.1,-0.1,-6.4,-3.8
Cc1ccc(S(=O)(=O)Nc2ccc3c(c2)C(=O)N([C@@H](C)CO)C[C@H](C)[C@@H](CN(C)C(=O)Nc2cccc4ccccc24)O3)cc1,-3.8,-6.9,-19.8,1.3,0.6,0.9,-2.1
CC(C)COc1ccc(C(=O)Nc2ccc(SC(F)F)cc2)cc1,-3.4,-136.7,-63.3,7.8,7.8,-6.3,-20.2
N/C(Cc1ccc(Cl)cc1)=N\OC(=O)C1CCCCC1,.,32.2,-53.6,3.1,-0.2,.,.
O=C(C1CCCCC1)N1[C@H](CO)[C@H]2c3ccccc3N(S(=O)(=O)c3ccccc3)C[C@H]21,0.4,0.9,-4.8,4.3,1.0,17.1,2.0
COc1ccc(CNC(=O)O[C@H]2C[C@@H]3C(=O)N(c4ccccc4)C(=O)[C@@H]3[C@@H]3CN(S(=O)(=O)c4ccc(C)cc4)C[C@]23O)cc1OC,5.1,7.9,-0.9,-5.5,-0.4,.,-4.2
Nc1cc(=O)[nH]c(SCC(=O)c2ccc(F)cc2)n1,-4.8,39.7,6.0,3.7,-0.7,-2.5,-7.8
O=C(NCc1ccc(F)cc1)c1cc(C2CCCCN2C(=O)OCCF)on1 (configuration not stated),-2.6,-5.6,8.9,?,1.0,.,9.0
CC(=O)Nc1ccnc(-c2cccnc2)n1,-1.6,.,-12.5,-1.6,0.0,-6.1,-9.2
CN(C)CCNC(=O)c1cccc2nc3c(ccc4ccccc43)nc12,-6.0,43.2,27.7,0.9,-26.9,14.8,5.8
COc1ccc(CN2C[C@@H](C)[C@@H](OC)CN(C)C(=O)c3cc(NC(=O)c4nc5ccccc5s4)ccc3OC[C@@H]2C)cc1,.,41.3,13.6,1.0,-0.9,13.1,8.8
O=C1C2CC=CCC2C(=O)N1Cc1nnc(-c2ccccc2Br)o1 (configuration not stated),-2.9,-20.2,-5.9,-2.9,-4.6,-2.3,-14.7
CCOC(=O)NC(C)N1C(=O)C2C3C=CC(C3)C2C1=O (configuration not stated),-5.1,10.5,4.6,8.4,0.6,-1.4,.
O=C(NC(=S)Nc1ccc(F)c([N+](=O)[O-])c1)c1ccccc1F,-2.3,-4.0,6.3,-9.2,-0.9,-4.1,-37.3
Cc1ccc(S(=O)(=O)N2C[C@H]3C(=O)C[C@@H](c4cccc(C)c4)N(S(=O)(=O)c4ccc(C)cc4)[C@H]3C[C@H]2c2ccccc2)cc1,1.4,2.5,-1.8,5.2,-1.8,.,-8.2
Cc1ccc(-c2c(C(=O)N/N=C/c3c[nH]c4ccccc34)nnn2-c2nonc2N)cc1,2.2,17.8,.,5.3,3.0,.,10.8
CC(C)c1cc(-c2cc(C(=O)NCc3ccccc3)on2)nc(NCC2CC2)n1,-4.3,20.0,12.1,-10.7,-1.5,22.3,11.9
O=C(Cn1cnc2c(nnn2Cc2ccc(F)cc2)c1=O)N1CCCc2ccccc21,-0.4,.,0.1,9.3,-1.6,-0.4,14.7
O=C(N/N=C/c1ccc(OC(=O)c2ccco2)cc1)c1ccc[n+]([O-])c1,3.3,7.1,-4.2,7.6,1.5,29.4,4.2
OC[C@H]1[C@H](c2ccc(-c3ccccc3)cc2)[C@H]2CN(CCC(F)(F)F)CCCCN21,0.2,-5.6,9.1,9.6,-8.1,5.1,-23.9
N#Cc1ccc(C(=O)Nc2nnc(-c3ccco3)o2)cc1,1.4,6.0,2.2,-2.2,0.7,39.6*,8.9
CCCCCOC(=O)C1=C(C)NC(=O)NC1c1ccc2c(c1)OCO2 (configuration not stated),.,1.6,3.1,-2.7,3.7,1.1,8.3
CC1CN(C(=O)COC(=O)/C=C/c2cccc([N+](=O)[O-])c2)CC(C)O1 (configuration not stated),-0.7,16.0,21.8,1.3,-0.1,-8.4,2.3
C[C@@H]1CN([C@@H](C)CO)S(=O)(=O)c2ccc(C#Cc3ccccc3F)cc2O[C@@H]1CN(C)C(=O)Cc1ccncc1,9.8,11.2,11.9,-4.6,0.8,-0.5,12.1
N#Cc1ccc(C2=CC(=O)C[C@H](c3ccc4c(c3)OCO4)C2)cc1,.,3.0,-2.4,-2.2,-5.2,11.4,-0.7
Cc1noc(C)c1S(=O)(=O)Nc1ccc2c(c1)C(=O)N([C@H](C)CO)C[C@H](C)[C@H](CN(C)Cc1ccncc1)O2,1.1,.,-3.8,2.4,-3.8,2.4,-4.5
C/C(=N\NC(=O)c1ccc(O)cc1)c1ccc(NC(=O)Cc2ccccc2)cc1,-2.9,-96.7,.,-4.1,2.2,4.6,-31.2
Cc1ccc(S(=O)(=O)N2CCOc3ccccc32)c(C)c1NS(C)(=O)=O,-3.7,10.0,5.8,3.0,-1.3,-3.0,5.6
CCC(=O)Nc1ccc2c(c1)C(=O)N(C)[C@@H]1CC[C@H](CC(=O)NCc3ccc(OC)cc3)O[C@@H]1CO2,2.3,-2.4,-2.5,14.1,5.4,7.0,15.0

# The list goes on (three carried over from the part before).
SMILES,SIRT5 block,PAX8 inh HTS,EWS-Fli block,DENV2 CPE,Casp6 inh,ARNT TACC3 PPI,LGR2 inh
C/C(=N\NC(=O)c1ccc(O)cc1)c1ccc(NC(=O)Cc2ccccc2)cc1,-2.9,-96.7,.,-4.1,2.2,4.6,-31.2
Cc1ccc(S(=O)(=O)N2CCOc3ccccc32)c(C)c1NS(C)(=O)=O,-3.7,10.0,5.8,3.0,-1.3,-3.0,5.6
CCC(=O)Nc1ccc2c(c1)C(=O)N(C)[C@@H]1CC[C@H](CC(=O)NCc3ccc(OC)cc3)O[C@@H]1CO2,2.3,-2.4,-2.5,14.1,5.4,7.0,15.0
C[C@@H]1CN([C@@H](C)CO)S(=O)(=O)c2ccc(C#C[C@@H](C)O)cc2O[C@@H]1CN(C)C(=O)CC1CC1,-1.4,.,-2.1,3.4,1.9,-1.8,-5.7
CC(C)c1cn(CC[C@H]2CC[C@@H](NC(=O)C3CC3)[C@@H](CO)O2)nn1,0.8,-3.1,8.3,14.5,0.7,-8.5,2.1
Cn1c(C(=O)N2CCCC2)cc2c(=O)n(C)c3ccccc3c21,1.0,6.2,-12.6,-2.6,3.0,5.4,-4.2
COc1ccc(-n2nc(C(=O)NCC(=O)N3CCC(C)CC3)c3ccccc3c2=O)cc1Cl,-2.4,-34.6,.,2.1,0.3,0.3,-36.6
COc1ccc(C2N(c3cccc(Cl)c3)C(=O)C3CCCN32)cc1 (configuration not stated),-5.3,6.8,-9.1,1.6,-1.1,1.0,-31.9
C[C@@H]1CCCCO[C@H](CN(C)C(=O)Cc2ccccc2)[C@@H](C)CN([C@@H](C)CO)C(=O)c2cc(NC(=O)C3CCCCC3)ccc2O1,.,3.0,-0.4,-5.6,.,-1.7,6.0
C[C@@H]1CCCCO[C@@H](CN(C)C(=O)CCC(F)(F)F)[C@@H](C)CN([C@@H](C)CO)C(=O)c2cc(NS(C)(=O)=O)ccc2O1,-2.0,-14.5,-0.3,5.8,-0.8,-9.0,-16.5
CCc1ccc(C(=O)COC(=O)[C@@H](NC(N)=O)[C@@H](C)CC)cc1,-3.6,-12.7,-45.7,1.5,0.1,-19.3,-0.6
Cc1ccc(S(=O)(=O)N2CCCCC2CCNC(=O)C(=O)NCc2ccncc2)cc1 (configuration not stated),0.4,76.4*,2.8,2.5,-6.0,.,-3.7
O=C(CCN1CCN(S(=O)(=O)c2cccc([N+](=O)[O-])c2)CC1)Nc1ccccc1F,-4.2,-12.6,.,-0.2,0.4,-6.2,-8.5
COc1ccc(C(=O)Nc2ccc3c(c2)C(=O)NC3=O)cc1,-1.2,-8.3,-8.1,?,-2.4,-17.2,22.7
CC1Cc2[nH]c(=S)[nH]c(=O)c2C(c2ccc(F)cc2)O1 (configuration not stated),-1.2,-15.3,1.8,-3.3,-1.8,.,11.7
Cc1noc(C)c1NC(=O)Nc1ccc2c(c1)C(=O)N([C@@H](C)CO)C[C@H](C)[C@@H](CN(C)C(=O)Nc1ccc(F)cc1)O2,-2.6,-14.2,-3.7,-5.9,-1.2,0.1,-3.0
Cc1noc(C)c1NC(=O)Nc1ccc2c(c1)C(=O)N([C@@H](C)CO)C[C@@H](C)[C@H](CN(C)Cc1ccc3c(c1)OCO3)O2,-0.1,-5.2,-0.6,.,-2.2,-13.8,8.8
O=C(C[C@@H]1C=C[C@H](NC(=O)CN2CCOCC2)[C@@H](CO)O1)NCCc1ccccc1,0.9,-5.6,1.8,0.6,-1.3,.,10.6
C[C@H]1CN([C@@H](C)CO)C(=O)Cc2cc(NS(=O)(=O)c3ccc(Cl)cc3)ccc2O[C@@H]1CN(C)S(=O)(=O)c1cn(C)cn1,2.8,.,-7.9,5.9,-2.5,-7.6,13.2
Cc1cc(NC(=O)c2cccc(S(=O)(=O)N3CCC(C)CC3)c2)no1,-3.7,.,1.1,3.5,5.2,-0.1,12.9
